Compound activity: PubChem BioAssay, several laboratories
Yp Topo-I inh – blocks Yersinia pestis topoisomerase I activity; Y. pestis Topo-I cleavage product accumulation, plate reader; activity, % at 10 µM; AID 504884; hit rate 0.064% among 360,000; in the data active = activity above about 50%, passing the limit was not always enough; also: inactives centre near 2
TcdB inh – TcdB glycohydrolase inhibition; P18177; TcdB glycohydrolase enzymatic assay, plate reader; inhibition, % at 9.99 µM; hit rate 0.24% among 350,000; AID 652162; in the data active = inhibition above about 10%
PriA SSB inh – K. pneumoniae PriA-SSBct interaction inhibition | AlphaScreen SSBct-PriA binding, biotinylated peptide | inhibition, % at 33 µM | hit rate 0.6% among 430,000 | AID 1272365; in the data active = inhibition mostly above about 37%, no sharp cut-off; inactive = mostly below about 20%;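 also: plate controls were negative control peptide for no effect and reference peptide for full effect; strong numbers were not always called active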
CCHFV vOTU inh – blocks the CCHF virus ovarian tumor domain protease; AID 651958; inhibition, % at 11.5 µM; hit rate 0.55% among 370,000; CCHFV vOTU protease, Pep-AMC fluorescence; in the data active = inhibition above about 30%; also: 0% = vehicle wells with enzyme and 100% = no enzyme wells
DUSP3 inh – DUSP3 (human) phosphatase inhibition | P51452 | recombinant VHR phosphatase, pNPP absorbance | inhibition, % at 13.3 µM | hit rate 0.52% among 290,000; in the data active = inhibition above about 50%; also: some compounds called inactive have numbers as strong as hits
Target sequence (P51452 whole entry, looked up): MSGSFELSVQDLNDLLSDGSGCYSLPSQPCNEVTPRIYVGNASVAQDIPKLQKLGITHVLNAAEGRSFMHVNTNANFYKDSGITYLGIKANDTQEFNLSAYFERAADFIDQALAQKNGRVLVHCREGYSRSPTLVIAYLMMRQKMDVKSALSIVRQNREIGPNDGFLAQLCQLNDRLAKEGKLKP
BH1578 lux ind – inducers of Vibrio cholerae quorum light production without autoinducers. activation, % at 18.7 µM. V. cholerae BH1578 lux reporter, luminescence, 6 h. hit rate 0.16% among 350,000. AID 588436; in the data active = activation mostly above about 9.7%, no sharp cut-off; also: not every result past the cut was called active; inactives centre near 0; reference of the scale not given here
MazF activator – activators of E. coli MazEF toxin-antitoxin RNase; hit rate 0.32% among 350,000; AID 504720; activation, % at 20 µM; FAM/BHQ RNA-DNA oligo cleavage fluorescence, 5 h; P0AE70; in the data active = activation above about 50%
Target sequence (P0AE70 whole entry, looked up): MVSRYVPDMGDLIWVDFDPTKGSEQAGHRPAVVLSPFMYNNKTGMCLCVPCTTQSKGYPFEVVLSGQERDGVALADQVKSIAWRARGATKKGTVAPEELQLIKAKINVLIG
Rv3671c protease – Rv3671c (M. tuberculosis) protease inhibition | inhibition, % at 5.96 µM | P9WHR9 | hit rate 0.048% among 320,000 | AID 2606; in the data active = inhibition above about 38%;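 also: extracellular domain of Rv3671c used as enzyme; 0% = enzyme with DMSO and 100% = no enzyme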
Target sequence (P9WHR9 whole entry, looked up, the tested form may be a part): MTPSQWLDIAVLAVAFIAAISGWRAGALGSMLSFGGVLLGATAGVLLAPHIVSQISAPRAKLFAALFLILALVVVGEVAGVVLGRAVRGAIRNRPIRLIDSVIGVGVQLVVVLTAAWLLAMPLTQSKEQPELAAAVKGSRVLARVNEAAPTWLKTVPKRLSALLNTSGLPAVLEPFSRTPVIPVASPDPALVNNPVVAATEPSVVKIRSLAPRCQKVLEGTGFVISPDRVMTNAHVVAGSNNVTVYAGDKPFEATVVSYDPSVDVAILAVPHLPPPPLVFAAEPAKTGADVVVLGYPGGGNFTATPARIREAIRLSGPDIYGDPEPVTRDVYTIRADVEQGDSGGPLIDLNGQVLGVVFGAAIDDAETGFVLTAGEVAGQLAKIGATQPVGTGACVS
3CLpro inhibitor – SARS-CoV 3CLpro protease inhibition | recombinant SARS-CoV 3CLpro, quenched FRET peptide cleavage | inhibition, % at 6 µM | hit rate 0.14% among 290,000 | P0C6X7; in the data active = inhibition above about 12%
PrPC surface inh – cell surface PrPC inhibition, primary TR-FRET screen | P04156 | TR-FRET read-out | inhibition, % at 13.8 µM | hit rate 0.43% among 370,000 | AID 720596; in the data active = inhibition above about 24%; also: 0% = median of the test wells and 100% = reference compound wells
* hit, by the source's call; i = inactive; x = not tested or not shown; & = joins results of further samples. Only part of the results is shown; rates above refer to the full screens.

SMILES	Yp Topo-I inh	TcdB inh	PriA SSB inh	CCHFV vOTU inh	DUSP3 inh	BH1578 lux ind	MazF activator	Rv3671c protease	3CLpro inhibitor	PrPC surface inh
COc1ccc(OC)c(NC(=O)c2cnn(-c3ccccc3)c2C)c1	4	0.7	-11	-1	29	-0.5	3	-2	-6	-6
O=C(O)c1c2c(nc3ccc(S(=O)(=O)N4CCC(C(=O)NCc5ccc(Cl)cc5)CC4)cc13)CCCC2	-1	-3.7	2	16	17	i	11	-18	-3	-7
O=C/C=C/c1ccccc1	2	1.3	-8	-4	x	0.0	7	6	x	4
C/C(=N\NC(=O)c1ccc2c(c1)OCO2)c1ccc2c(c1)OCO2	6	-2.9	x	12	12	-0.2	0	3	-1	7
CC(C)c1ccc(OCC(=O)N2CCc3ccccc3C2)cc1	17	-1.5	8	5	17	0.4	-24	0	2	6
O=C1c2ccccc2C(=O)N1CCSc1nc2ccccc2c(=O)n1CCCN1CCOCC1	11	-23	-6	-1	11	-0.4	6	-11	0	7
Cc1cccc(NC(=O)CNC(=O)CN2C(=O)NC3(CCc4ccccc43)C2=O)c1C (configuration not stated)	-6	4.3	2	-8	x	2.1	2	x	x	4
COC(C[C@H](O)[C@@H](C)[C@H](O)COCc1ccccc1)OC	1	0.9	-29	2	30	i	-15	x	x	-5
CCc1ccc(N(CC(=O)NCC2CCCO2)C(=O)CCC(=O)Nc2nccs2)cc1 (configuration not stated)	20	0.8	-1	9	7	-0.3	-13	3	1	5
CCC(=O)Oc1ccc(C2NC(=O)c3ccccc3O2)cc1OC (configuration not stated)	13	1.2	-4	-4	60*	-0.4	-4	0	0	1
Cc1c(Cl)cccc1N1C(=O)C2ON(c3ccccc3)C(c3cccnc3)C2C1=O (configuration not stated)	6	x	-7	-3	13	-0.1	0	-1	3	-3
C(=N\n1cnnc1)/c1ccc(OC2CSC2)cc1	-2	1.5	x	-3	12	i	-7	-2	-3	13
Cc1cc(C)cc(N(C(=O)c2sc(C)nc2C)C(C(=O)NCc2ccco2)c2ccccc2)c1 (configuration not stated)	22	0.5&-0.5	-1	7	-13	i	-5	-1	-2	-2
CC(C)Nc1nc(Cl)nc(NCCOc2ccccc2)n1	3	2.0	-7	5	4	1.1	-9	-7	3	9
CCN1CCN(C(=O)c2ccc3c(c2)S(=O)(=O)c2ccccc2C3=O)CC1	0	0.0	-13	-10	-6	1.5	11	0	5	-48
CC(=O)c1cc(F)c(N2CCN(C(=O)COc3ccccc3F)CC2)cc1C	1	x	-8	7	3	0.4	-3	4	0	6
COc1ccccc1CC(=O)N(CCC#N)CCC#N	-2	x	-2	-11	18	-0.4	3	-1	0	-7
O=C(Nc1ccc2oc(-c3ccncc3)nc2c1)c1c(F)c(F)c(F)c(F)c1F	-7	x	-8	17	24	5.0	-4	4	0	-1
CN(C(=O)c1cccc(NC(=O)Cc2cccc(NC(=O)C3CCCN(C(=O)C4CCCCC4)C3)c2)c1)C1CCC1 (configuration not stated)	27	0.1	-4	16	x	i	6	x	x	11
O=C(NC1CCCCC1)C1(c2ccccc2)CC1(Cl)Cl (configuration not stated)	-5	1.3	-14	7	-4	i	-8	0	0	7
O=C(NCc1cccc(C(F)(F)F)c1)C1CCN(c2ncccn2)CC1	1	x	-11	-4	23	-2.9	0	3	4	0
CCOC(=O)C1CCN(C(=O)/C=C/c2ccccc2)CC1	-3	1.2	3	-7	-3	i	38	-2	1	-3
CCc1nc2nc(C)c(NS(=O)(=O)c3ccc(CC(C)C)cc3)c(=O)n2[nH]1	0	-0.6	3	3	-15	-0.3	4	-2	0	-5
CC(C)c1ccc(C2CC(=O)c3cnc(NC(=O)c4ccco4)nc3C2)cc1 (configuration not stated)	31	-0.4	2	9	17	-0.3	9	-5	-7	3
Cc1ccc(S(=O)(=O)NCc2ccc(C(=O)N3CCN(c4ccccn4)CC3)cc2)cc1	32	4.2	-15	3	18	-0.4	1	0	-4	-10

Part of the list above in order of molar mass, descending.
SMILES	Yp Topo-I inh	TcdB inh	PriA SSB inh	CCHFV vOTU inh	DUSP3 inh	BH1578 lux ind	MazF activator	Rv3671c protease	3CLpro inhibitor	PrPC surface inh
CCN1CCN(C(=O)c2ccc3c(c2)S(=O)(=O)c2ccccc2C3=O)CC1	0	0.0	-13	-10	-6	1.5	11	0	5	-48
C/C(=N\NC(=O)c1ccc2c(c1)OCO2)c1ccc2c(c1)OCO2	6	-2.9	x	12	12	-0.2	0	3	-1	7
CCOC(=O)C1CCN(C(=O)/C=C/c2ccccc2)CC1	-3	1.2	3	-7	-3	i	38	-2	1	-3

Compounds listed so far with a furan ring, fused or not (2):
SMILES	Yp Topo-I inh	TcdB inh	PriA SSB inh	CCHFV vOTU inh	DUSP3 inh	BH1578 lux ind	MazF activator	Rv3671c protease	3CLpro inhibitor	PrPC surface inh
Cc1cc(C)cc(N(C(=O)c2sc(C)nc2C)C(C(=O)NCc2ccco2)c2ccccc2)c1 (configuration not stated)	22	0.5&-0.5	-1	7	-13	i	-5	-1	-2	-2
CC(C)c1ccc(C2CC(=O)c3cnc(NC(=O)c4ccco4)nc3C2)cc1 (configuration not stated)	31	-0.4	2	9	17	-0.3	9	-5	-7	3

New compounds follow:
SMILES	Yp Topo-I inh	TcdB inh	PriA SSB inh	CCHFV vOTU inh	DUSP3 inh	BH1578 lux ind	MazF activator	Rv3671c protease	3CLpro inhibitor	PrPC surface inh
O=C(Cn1cc(C(F)(F)F)cc(Cl)c1=O)NCc1ccc(F)cc1	-4	0.0	-1	-16	-14	-1.3	7	-4	-4	6
CCN1CCN(CCCNC(=O)c2cc3c(=O)oc4ccc(C)cc4c3s2)CC1	-15	0.4	-8	1	-1	i	20	-4	-6	-6
CCN1CCN(C(c2cccs2)C(C)NC(=O)C(=O)N2CCCCC2)CC1 (configuration not stated)	2	-1.9	-7	10	25	i	12	1	1	-4
C/C(=N\NC(N)=O)C1CC(CC(C)C)C(=O)O1 (configuration not stated)	7	0.7	x	-11	19	-0.3	5	4	-1	-7
Cc1ccc(N2CC(C(=O)NCCN3CCOCC3)CC2=O)cc1 (configuration not stated)	4	0.5	1	0	23	-0.3	6	9	-3	-5
COc1ccc(Nc2nc(-c3c[nH]c4ccccc34)cs2)cc1	-33	-7.3	8	10	1	-0.4	11	0	-5	10
CCC(C)Sc1ccc([C@@H]2[C@H]3C(=O)N(CC)C(=O)[C@H]3[C@]3(C(=O)OC)CCCCN23)cc1 (some centres not stated)	31	0.0	-1	17	x	1.3	-100	0	x	4
O=C(CCS(=O)(=O)c1ccc(Cl)cc1)N1CCN(S(=O)(=O)c2cccs2)CC1	-8	x	7	-4	8	i	-4	8	2	-1
CC1CCCN(CC(=O)N2c3ccccc3Sc3ccccc32)C1 (configuration not stated)	-1	0.7	-8	-3	26	0.6	-16	-2	3	-8
Cc1nnc(SCC(=O)O)s1	8	-0.2	-6	1	14	-0.3	4	6	2	-7
CC1(C)CC(=O)C2=C(C1)OC(N)=C(C#N)C21CCN(Cc2ccccc2)CC1	-7	x	3	-10	21	-0.3	50*	-7	5	-7
CCOC(=O)C1(C)CCCN1C(=O)c1sccc1C (configuration not stated)	4	0.3	x	26	x	-0.4	x	x	x	-10
CCOc1ccc(/C=N/O)cc1	1	x	x	-8	-19	1.0	3	0	6	-1
O=C(N/N=C/c1ccncc1)c1cnccn1	2	0.2	i	9	24	-0.4	5	-1	5	-19
CCOC(=O)CC1=C(C(=O)OCC)C(c2ccc(OC)cc2OC)C(C#N)=C(N)O1 (configuration not stated)	2	x	-5	1	-13	i	-5	0	2	0
COc1ccc(-c2nnc(-c3ccc(C)cc3)o2)cc1	-2	-0.1	-3	-12	x	-0.5	11	5	0	7
COc1ccccc1NC(=O)c1oc2ccccc2c1NC(=O)C1CC1	5	0.0	7	0	-42	-0.2	-12	-31	2	3
CCOc1ccccc1NC(=O)c1ccc2c(c1)C(=O)N(C(C)(C)C)C2=O	5	-0.4	-7	-7	22	i	2	-2	0	-4
O=C(CN(Cc1ccccc1F)C(=O)c1csnn1)NC1CCCCC1	3	-0.5	-5	2	26	0.4	-28	2	5	10
Cc1ccc(-c2cn(S(=O)(=O)c3cccc([N+](=O)[O-])c3)nc2N)cc1	-4	0.8	1	11	0	0.1	14	2	4	7
CN(CC(=O)Nc1ccc(N2CCOCC2)cc1)C(=O)Cc1ccccc1	1	-0.1	-5	-2	x	-1.8	10	2	x	-3
CCCC(=O)c1ccc(N2CCN(S(=O)(=O)c3ccccc3)CC2)c(F)c1	1	x	-9	4	18	-1.3	-9	-3	4	2
CN(C(=O)COc1ccccc1)c1nnc(C23CC4CC(CC(C4)C2)C3)s1	-1	-1.1	0	7	-11	-0.2	-4	2	-2	7
O=C(CCC(=O)NNC(=O)COc1ccccc1)NCc1ccccc1	5	-2.6	-13	x	27	-0.4	5	3	-1	x
OCCNc1ncnc2c1ncn2[C@H]1CN(Cc2ccco2)C[C@@H](CO)O1	-3	1.1	x	5	x	-3.3	x	x	x	-1

Reformatted: 2 of the compounds above.
Order of results – Yp Topo-I inh | TcdB inh | PriA SSB inh | CCHFV vOTU inh | DUSP3 inh | BH1578 lux ind | MazF activator | Rv3671c protease | 3CLpro inhibitor | PrPC surface inh
- CCOc1ccc(/C=N/O)cc1
→ 1 | x | x | -8 | -19 | 1.0 | 3 | 0 | 6 | -1
- O=C(N/N=C/c1ccncc1)c1cnccn1
→ 2 | 0.2 | i | 9 | 24 | -0.4 | 5 | -1 | 5 | -19

Entries from the list above with an NH in an aromatic ring, in the order listed:
SMILES	Yp Topo-I inh	TcdB inh	PriA SSB inh	CCHFV vOTU inh	DUSP3 inh	BH1578 lux ind	MazF activator	Rv3671c protease	3CLpro inhibitor	PrPC surface inh
CCc1nc2nc(C)c(NS(=O)(=O)c3ccc(CC(C)C)cc3)c(=O)n2[nH]1	0	-0.6	3	3	-15	-0.3	4	-2	0	-5
COc1ccc(Nc2nc(-c3c[nH]c4ccccc34)cs2)cc1	-33	-7.3	8	10	1	-0.4	11	0	-5	10

New compounds follow
SMILES	Yp Topo-I inh	TcdB inh	PriA SSB inh	CCHFV vOTU inh	DUSP3 inh	BH1578 lux ind	MazF activator	Rv3671c protease	3CLpro inhibitor	PrPC surface inh
C(=C\c1ccccc1)/C=N/Nc1nc(N2CCCCC2)nc(N2CCCCC2)n1	-4	x	x	-10	34	-0.2	-7	3	2	0
O=C(NCC(=O)N(c1ccc(F)cc1)C(C(=O)NC1CCCC1)c1cccnc1)c1cccs1 (configuration not stated)	6	0.1	1	-16	44	-0.3	9	-4	-3	0
CCc1ccc(N2CC(C(=O)N3CCN(c4ccc([N+](=O)[O-])cc4)CC3)CC2=O)cc1 (configuration not stated)	2	0.1	x	3	x	-0.6	-9	x	x	-17
O=C(c1ccccc1)c1ccc(C(=O)N2CCOCC2)cc1	5	0.0	-1	10	27	x	2	-3	-4	0
Cc1ccc(-n2c(O)c(/C=N/NC(=O)c3ccncc3)c(=O)[nH]c2=O)cc1C	0	-8.9	x	12	-2	-0.2	1	-7	5	-3
Cc1ccc(OCc2nnc(SCC(=O)O)n2N)cc1	-8	0.7	-5	-4	5	i	-2	-4	1	-1
CN(C)CC/C=C1\c2ccccc2COc2ccccc21	-9	0.7	-3	0	9	5.6	10	8	-3	-3
CCC(OC(=O)c1cc2sccc2n1C)C(=O)NCC1CCCO1 (configuration not stated)	9	x	-10	-12	22	i	8	-4	-1	7
C#CCN(C[C@@H](CC(C)C)NC(=O)OC(C)(C)C)S(=O)(=O)c1ccc(Br)cc1F	53*	0.9	-14	-6	x	-0.7	-3	x	x	3
CC(=O)N1CCN(Cc2nc3cc(NC(=O)c4ccccc4)ccc3n2C)CC1	-8	x	-10	5	6	-3.0	0	-2	0	2
